AGP1-GFP MLPCN: alters AGP1-GFP fluorescence in TOR pathway yeast screen; S. cerevisiae AGP1-GFP multiplex flow cytometry, 3 h; GFP as percent of DMSO wells; GFP response vs DMSO, % at 10 µM; 0.02% of 320,000 active; AID 2066;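 active = GFP response relative to DMSO above a set limit, near screen average plus 3 SD, cut at about 150% in these data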;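 note: median GFP channel fluorescence of the gated AGP1 strain per well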
GRK2 aptamer HTS: human GRK2 inhibition via aptamer displacement; P25098; bead flow cytometry, FAM-aptamer displacement from GRK2; inhibition of aptamer binding, % at 10 µM; 0.59% of 330,000 active; AID 488847;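 active = inhibition of aptamer binding above 40%, roughly 3 SD of noise, on plates passing a quality check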;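 note: median bead fluorescence of bound FAM aptamer so fluorescent compounds give negative values; no value below 0 was filed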
GLD-1 TGE inh: GLD-1-TGE RNA interaction inhibition (C. elegans) | Q17339 | purified GLD-1 + fluorescein TGE RNA, fluorescence polarization | inhibition, % at 5.96 µM | 0.44% of 320,000 active | AID 2280;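 active = percent inhibition above a per-plate cutoff, the plate mean of test compounds plus 3 SD, cut at about 30% in these data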;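 note: 0% = DMSO wells with GLD-1 and probe and 100% = wells lacking GLD-1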
CIT2 TOR yeast: alters CIT2-GFP fluorescence in TOR pathway yeast screen; AID 2029; S. cerevisiae CIT2-GFP strain, flow cytometry, 3 h; 100 means same as DMSO wells; 0.065% of 320,000 active; GFP response vs DMSO, % at 10 µM;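 active = GFP response relative to DMSO above a set limit, near the screen mean plus 3 SD, cut at about 150% in these data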;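 note: ratio of well median GFP fluorescence to mean of DMSO wells on the plate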
VLA-4 inh: inhibition in a human VLA-4 binding assay; AID 2557; 0.2% of 330,000 active; inhibition, % (about 7 µM as worked out from the volumes in the protocol); P13612; VLA-4 expressing cells, ligand binding flow cytometry; in the data active = inhibition above about 50%
Yeast superoxide: caloric restriction mimetics inhibiting age-related superoxide in yeast. S. cerevisiae aged cells, superoxide DHE fluorescence; stronger effect = lower value. superoxide response (% of plate mean), % at 10 µM. 0.18% of 330,000 active;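 active = superoxide response under a set limit, about three screen SD below normal, cut at about 65% in these data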;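 note: yeast aged for seven days with compound at 30 °C before DHE staining; 100% = average MFI of all compound-treated wells on the plate with controls excluded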
MEX-5 binding: C. elegans MEX-5 TCR-2 RNA binding activity; MEX-5/FITC-TCR2 RNA binding, fluorescence polarization; stronger effect = lower value; activity score (negative = inhibition of binding), % at 10 µM; 0.38% of 300,000 active;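 active = inhibition past about -25% in most replicates, and total fluorescence under double the plate's negative control median, limit read from the data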;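 note: 0% = DMSO and -100% = 5 µM competing unlabeled TCR2 RNA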
Target sequence (Q9XUB2 whole entry, looked up): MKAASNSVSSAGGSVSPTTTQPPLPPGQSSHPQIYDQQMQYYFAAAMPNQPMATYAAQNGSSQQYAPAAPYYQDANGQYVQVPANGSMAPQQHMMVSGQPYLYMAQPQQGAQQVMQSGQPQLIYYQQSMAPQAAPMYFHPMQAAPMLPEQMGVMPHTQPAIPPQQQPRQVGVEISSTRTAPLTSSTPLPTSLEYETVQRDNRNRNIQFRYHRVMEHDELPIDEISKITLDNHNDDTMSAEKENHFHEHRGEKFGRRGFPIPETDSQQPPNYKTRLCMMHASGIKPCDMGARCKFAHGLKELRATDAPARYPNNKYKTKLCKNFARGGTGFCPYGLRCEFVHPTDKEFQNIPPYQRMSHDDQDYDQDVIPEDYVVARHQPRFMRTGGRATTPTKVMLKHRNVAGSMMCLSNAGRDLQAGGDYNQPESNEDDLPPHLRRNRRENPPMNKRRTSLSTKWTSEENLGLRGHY
MCL1-BIM inh: inhibitors of human MCL1 binding to BIM-BH3 peptide; Q07820; GST-MCL1 / FITC-Bim-BH3 fluorescence polarization; inhibition, % at 10.9 µM; 0.68% of 320,000 active;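 active = inhibition above the mean inhibition of all tested compounds plus 3 SD, set per campaign, cut at about 40% in these data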;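 note: 0% = DMSO wells and 100% = unlabeled Bim-BH3 peptide control; higher means more loss of mP so more displacement of Bim peptide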
Target sequence (Q07820 whole entry, looked up): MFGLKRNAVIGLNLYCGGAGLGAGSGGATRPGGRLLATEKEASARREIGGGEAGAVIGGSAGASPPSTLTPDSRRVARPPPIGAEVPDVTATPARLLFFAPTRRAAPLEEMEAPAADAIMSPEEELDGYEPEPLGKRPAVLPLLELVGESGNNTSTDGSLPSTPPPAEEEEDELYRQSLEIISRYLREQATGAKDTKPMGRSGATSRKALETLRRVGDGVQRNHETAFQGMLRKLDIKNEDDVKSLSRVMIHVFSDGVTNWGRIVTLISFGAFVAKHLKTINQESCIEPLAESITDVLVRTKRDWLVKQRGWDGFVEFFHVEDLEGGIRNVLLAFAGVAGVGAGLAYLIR
BCLXL inh: blocks human Bcl-xL binding to Bim BH3 peptide | GST-Bcl-xL / FITC-Bim BH3 peptide fluorescence polarization | inhibition, % at 10.9 µM | 0.7% of 320,000 active | AID 2129;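 active = inhibition above the mean of all tested compounds plus 3 SD, cutoff set per campaign, cut at about 30% in these data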;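 note: 0% = DMSO wells and 100% = unlabeled Bim-BH3 peptide competitor; inhibitors lower millipolarization by displacing the labeled peptide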
Target sequence (Q07817 whole entry, looked up): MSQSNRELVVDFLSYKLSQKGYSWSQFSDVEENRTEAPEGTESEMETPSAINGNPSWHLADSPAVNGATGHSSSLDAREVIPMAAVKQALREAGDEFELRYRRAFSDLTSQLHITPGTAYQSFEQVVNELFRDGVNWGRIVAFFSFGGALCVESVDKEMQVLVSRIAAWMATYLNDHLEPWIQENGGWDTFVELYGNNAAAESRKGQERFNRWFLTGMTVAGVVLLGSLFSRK
The depositor's hits bear a star; / = not tested or not shown. Rows are unselected; overall some 2.1% were active at least once.

SMILES	AGP1-GFP MLPCN	GRK2 aptamer HTS	GLD-1 TGE inh	CIT2 TOR yeast	VLA-4 inh	Yeast superoxide	MEX-5 binding	MCL1-BIM inh	BCLXL inh
COc1ccccc1NS(=O)(=O)c1cc(NC(=O)CNC(=O)c2cc(C)cc(C)c2)ccc1C	98.4	6.0	2.3	98.3	7.7	120.5	0.4	-1.5	-1.9
COc1ccc(CCC(=O)NCc2ccc3c(c2)OCO3)cc1	108.5	1.0	-4.0	104.2	11.8	91.2	-1.4	7.5	2.2
CCCCN1CNC(=S)N(c2ccccc2OCC)C1	98.4	0.0	0.5	98.9	-1.0	98.4	-0.5	7.3	2.9
Nc1cc(=O)[nH]c(SCC(=O)NNC(=O)c2ccccc2)n1	107.6	0.0	8.0	92.6	18.1	103.9	-15.1	-3.1	-3.0
C[C@H]1CN([C@@H](C)CO)C(=O)c2cccc(NS(=O)(=O)c3ccc(F)cc3)c2O[C@H]1CN(C)S(=O)(=O)c1cn(C)cn1	105.4	1.0	-2.0	103.4	12.3	98.8	/	/	/
CCn1c(COC(=O)CNC(=O)c2cc(OC)c(OC)c(OC)c2)nc2cc(S(=O)(=O)N(C)C)ccc21	95.8	0.0	1.4	84.4	1.3	106.8	1.3	3.7	2.8
Cc1ccc(NC(=O)c2cc(-c3ccccc3O)n[nH]2)cc1Cl	100.7	0.0	/	102.2	8.3	102.1	0.0	/	/
O=C(NCc1ccco1)c1nn2c(C(F)(F)F)cc(-c3cccs3)nc2c1Cl	82.5	2.0	2.8	85.7	4.0	104.2	2.0	6.0	6.0
Cn1cc(/C=C(\C#N)C(=O)Nc2cccc([N+](=O)[O-])c2)c2ccccc21	91.7	2.0	-7.5	95.2	-9.4	102.1	-10.8	-1.8	9.5
C/C=C(\C)C(=O)NCCN1C2=NC[C@H](Cc3ccc(O)cc3)N2C[C@@H]1Cc1ccc(OC)cc1	/	/	8.5	/	/	/	1.0	-1.7	0.0
COc1ccc(NC(=O)CSc2nc3ccccc3c(=O)n2C)cc1	104.2	4.0	1.3	100.8	8.2	98.7	-0.5	0.9	-0.3
O=C(/C=C/c1ccc(F)cc1)NC(=S)Nc1ccccc1C(=O)NC1CCCCC1	108.1	0.0	1.6	105.2	6.1	89.2	-1.4	3.0	5.4
CCC(CC)C(=O)Nc1ccc(C)c(O)c1	91.1	1.0	6.9	90.1	-4.7	88.8	-0.1	4.5	2.5
COc1ccccc1NC(=O)NCCN1CCNC1=O	/	0.0	4.8	/	-0.8	99.2	-3.3	4.5	3.1
O=c1[nH]c2ccc(NC(=S)Nc3ccc(Cl)cc3)cc2[nH]1	94.4	0.0	3.3	98.1	12.9	105.2	-1.5	7.8	-2.2
O=C(CCC1CCCN(Cc2cccc(Cl)c2)C1)NCc1ccccc1F (stereo not given)	101.5	3.0	-1.3	109.2	1.6	77.6	-4.0	3.4	4.2
O=C(CC(=O)c1ccccc1)Nc1ccc(Cl)cc1	106.0	0.0	-0.8	102.8	-1.3	91.3	2.9	11.0	6.8
CNC[C@H](NC[C@@H](NCCCc1ccccc1)c1ccccc1)[C@H](C)O	90.2	0.0	6.6	87.5	20.2	107.2	-1.5	9.2	-2.2
COc1ccc(N(C(=O)COc2ccccc2OC)S(=O)(=O)c2ccc(C)cc2)cc1	90.5	4.0	3.0	106.6	39.2	97.5	0.0	0.6	3.2
N#C/C(=C/c1ccccc1)C(=O)OCC(=O)Nc1ccccc1[N+](=O)[O-]	109.4	3.0	2.9	110.8	16.5	117.7	/	-1.4	1.4
CN(C)C(CNC(=O)c1cc(S(=O)(=O)N2CCOCC2)ccc1F)c1cccs1 (stereo not given)	99.3	4.0	4.3	96.2	-1.5	105.2	/	/	/
CC1=C(C(=O)Nc2cc(-c3cccc(F)c3)[nH]n2)C2(CCCCC2)OC1=O	95.0	0.0	2.1	92.8	2.8	115.1	2.2	-2.5	-1.3
COCCn1c(-c2ccc(F)cc2)nc2cccnc21	109.8	0.0	10.1	111.4	6.7	100.5	0.6	-1.5	4.3
O=C(O)CNC(=O)c1ccccc1Br	103.4	0.0	-6.4	102.1	-2.2	96.6	-2.6	-3.8	3.0
O=C(CN1C(=O)NC2(CCc3ccccc3C2)C1=O)NCC(F)(F)F (stereo not given)	99.1	6.0	-0.4	103.9	0.9	104.2	0.5	-17.4	-2.2
Cc1ccc(-n2ncc3c2CC(C)(C)CC3NC(=O)CCc2ccc(=O)[nH]n2)cc1 (stereo not given)	100.2	1.0	-2.7	106.0	-2.9	94.5	-0.5	2.3	4.2
CCCNC(=O)N1CCCC(C(N)=O)C1 (stereo not given)	91.0	2.0	-0.9	101.9	8.0	103.5	1.8	-17.7	-12.1
O=C(Cn1c(NCCCO)nc2ccccc21)c1ccco1	98.3	0.0	2.0	96.5	5.7	96.4	-2.3	-0.5	1.0
COc1cccc(CNC(=O)CSc2nnc3c(n2)[nH]c2ccc(OC)cc23)c1	93.0	0.0	-1.9	94.6	9.9	95.9	-2.2	2.1	6.1
COC(=O)C1=C(C)NC(=O)C1(NC(=O)CN1CCCC1=O)C(F)(F)F (stereo not given)	105.6	1.0	-6.5	102.8	8.2	91.2	-0.2	-5.0	2.5
O=C(NCCc1c[nH]c2ccccc12)c1ccccc1	88.2	0.0	3.1	95.9	5.7	99.4	0.5	0.2	1.0
COc1cccc(N2C(N)=NC(N)=NC2(C)C)c1	105.4	1.0	-3.6	109.6	8.3	97.8	-2.7	2.8	7.2
COc1ccc(CNC(=O)CN(c2cccc([N+](=O)[O-])c2)S(C)(=O)=O)cc1	128.2	0.0	-4.0	109.4	-2.2	104.2	2.5	-6.7	-1.9
Cc1cc(-c2nnc(SCC(=O)Nc3ccc(Cl)cn3)n2N)n[nH]1	104.2	8.0	0.1	104.3	3.5	95.7	-1.9	-3.2	0.6
Cc1ccc(OC(=O)c2ccncc2)c(C)c1	96.5	0.0	0.6	97.1	12.1	112.9	-0.4	1.4	1.9
O=C(N/N=C/c1ccncc1)c1ccccn1	99.1	1.0	-0.2	106.2	7.0	77.8	-2.2	12.3	7.9
O=C(Nn1c(-c2ccccc2)nc2ccccc2c1=O)c1ccc([N+](=O)[O-])cc1	99.0	2.0	5.2	100.1	52.0*	94.6	0.2	13.8	5.5
CC(Sc1nc(-c2ccccc2)cc(C(F)(F)F)n1)C(=O)Nc1ccc2c(c1)OCO2 (stereo not given)	94.3	4.0	7.7	91.8	-6.2	100.3	-0.3	0.1	1.2
CCc1n[nH]c(=S)n1/N=C/c1cc(OC)cc([N+](=O)[O-])c1O	100.3	7.0	4.1	112.6	4.5	89.7	-6.9	59.9*	4.8
Cc1ccccc1NC(=S)NCc1ccc2[nH]c3c(c2c1)CCCC3	98.9	0.0	7.2	94.6	29.1	89.7	2.8	10.2	6.0
NC(=O)c1ccc(NC(=O)COC(=O)CCC2CCCCC2)cc1	88.8	0.0	6.0	98.0	11.8	117.0	/	/	/
Cc1cc2oc(C(=O)Nc3cccnc3)c(C)c2cc1C	90.9	0.0	3.7	96.8	26.1	92.4	1.6	-0.8	3.1
COCCNC(=O)C(=O)N/N=C/c1cccs1	100.7	0.0	7.6	94.2	1.8	91.0	-0.1	3.3	-2.0
CC(=O)N(CCCN(C)C)CCC(C)CCC=C(C)C (stereo not given)	73.8	0.0	0.3	62.9	-2.7	89.6	0.5	4.5	3.5
CC(C)N1C(=O)/C(=C\c2nc3ccccc3c(=O)[nH]2)c2ccccc21	87.0	0.0	1.7	59.8	23.5	130.1	/	3.8	4.6
Cc1ccc(C(=O)OCC(=O)Nc2ccc(Cl)cn2)s1	95.3	1.0	-1.7	92.2	-9.8	128.0	/	-12.5	-1.7
CCOC(=O)c1cc(-c2ccccc2C)nn1CC1CC(c2ccc(OC)cc2)=NO1 (stereo not given)	82.1	4.0	-4.7	100.2	27.5	104.5	/	-0.8	1.8
O=C(NC12CC3CC(CC(C3)C1)C2)c1ccc([N+](=O)[O-])o1	91.9	2.0	3.9	97.9	14.2	98.0	-2.5	0.8	0.0
CCOC(=O)N1CCN(C(=O)CCCn2nc(C)c3sc4ccccc4c3c2=O)CC1	98.9	2.0	3.5	99.6	-2.7	87.6	0.9	3.9	-1.4
COC(=O)[C@H](Cc1ccc(O)cc1)NC(=O)Cn1cnc2c(SC)nc(N)nc21	106.2	2.0	4.5	100.4	20.6	79.8	/	/	/
COc1ccc(-n2c(C)cc(C)c(C(C)=O)c2=S)cc1	98.8	3.0	3.7	110.2	-4.8	96.1	-0.8	7.8	4.0
COc1ccccc1N1CCN(C(=O)c2ccc(CSc3ccccc3)cc2)CC1	/	2.0	6.3	/	28.9	101.5	0.9	3.7	4.0
Cc1cccc(C)c1N1C(=O)CC(N2CCSCC2)C1=O (stereo not given)	111.1	0.0	3.2	98.3	13.4	109.7	1.1	5.3	7.3
CC(=O)N1CCN(C(=O)COc2ccccc2C(=O)Nc2ccccc2)CC1	108.3	1.0	5.8	106.0	0.7	98.9	-1.5	2.6	6.7
CCCNC(=O)N(C)c1nncnc1C(=O)NC	88.1	0.0	0.8	84.7	10.5	99.4	-0.9	3.8	1.4
COc1ccc(C(=O)NNC(=O)Nc2ccc(Cl)cc2)cc1	97.0	0.0	-0.2	94.1	41.7	104.6	0.1	1.0	5.9
CCC(=O)NCCc1nc2cc(NC(=O)c3ccccc3Cl)ccc2n1C	100.7	0.0	/	101.7	-2.6	90.5	-3.2	/	/
COC(=O)C(C)(C)NC(=O)c1cccs1	99.0	0.0	-3.2	104.4	5.6	115.5	0.3	-3.9	0.4
Cc1noc(C)c1CN1C(=O)c2ccc([N+](=O)[O-])cc2C1=O	97.7	2.0	6.8	101.8	17.5	87.9	-3.3	4.2	-5.2
COc1ccc(N2CC(C(=O)NCc3ccccc3)CC2=O)cc1 (stereo not given)	101.5	1.0	-2.4	102.0	7.3	100.3	0.6	0.4	-0.3
Additional compounds follow:
SMILES	AGP1-GFP MLPCN	GRK2 aptamer HTS	GLD-1 TGE inh	CIT2 TOR yeast	VLA-4 inh	Yeast superoxide	MEX-5 binding	MCL1-BIM inh	BCLXL inh
COc1cccc(N=Cc2c(O)n(-c3cccc(C)n3)c(=O)c3ccccc23)c1	/	0.0	0.8	100.7	7.5	113.7	0.9	5.6	5.7
COc1ccc([C@@H]2[C@@H]3C(=O)N(C(C)(C)C)C(=O)[C@@H]3[C@]3(C)C(=O)N(c4cccc(Cl)c4)C(=O)N23)cc1	85.0	2.0	4.6	84.9	17.2	102.7	1.7	0.9	-3.0
O=C(CN1C(=O)NC(Cc2c[nH]c3ccccc23)C1=O)Nc1ccc(F)c(F)c1F (stereo not given)	104.2	1.0	-4.2	98.6	1.2	95.9	/	-3.9	-3.3
Cc1cc(Cl)c(Cl)cc1S(=O)(=O)NCCCn1ccnc1	99.6	1.0	0.5	98.7	9.9	107.8	0.7	1.6	2.8

3 entries out of the list above, arranged by the number in VLA-4 inh, largest number first.
canonical_smiles	VLA-4 inh
COc1ccc([C@@H]2[C@@H]3C(=O)N(C(C)(C)C)C(=O)[C@@H]3[C@]3(C)C(=O)N(c4cccc(Cl)c4)C(=O)N23)cc1	17.2
Cc1cc(Cl)c(Cl)cc1S(=O)(=O)NCCCn1ccnc1	9.9
COc1cccc(N=Cc2c(O)n(-c3cccc(C)n3)c(=O)c3ccccc23)c1	7.5

Screens deposited in PubChem by several laboratories.
